CHRM4 PAM = positive allosteric modulators of human muscarinic M4 receptor. P08173. CHO-K1 hM4/Gqi5, Fluo-8 calcium fluorescence, ACh EC20; 0% = ACh EC20, 100% = maximal ACh. activation, % at 3 µM. actives 0.4% (n = 360,000). AID 624126;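 active = activation above its plate's cutoff, the mean activation of sample wells plus 3 SD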; note: some results filed as inactive read as strong as hits
Target sequence (P08173 whole entry, looked up): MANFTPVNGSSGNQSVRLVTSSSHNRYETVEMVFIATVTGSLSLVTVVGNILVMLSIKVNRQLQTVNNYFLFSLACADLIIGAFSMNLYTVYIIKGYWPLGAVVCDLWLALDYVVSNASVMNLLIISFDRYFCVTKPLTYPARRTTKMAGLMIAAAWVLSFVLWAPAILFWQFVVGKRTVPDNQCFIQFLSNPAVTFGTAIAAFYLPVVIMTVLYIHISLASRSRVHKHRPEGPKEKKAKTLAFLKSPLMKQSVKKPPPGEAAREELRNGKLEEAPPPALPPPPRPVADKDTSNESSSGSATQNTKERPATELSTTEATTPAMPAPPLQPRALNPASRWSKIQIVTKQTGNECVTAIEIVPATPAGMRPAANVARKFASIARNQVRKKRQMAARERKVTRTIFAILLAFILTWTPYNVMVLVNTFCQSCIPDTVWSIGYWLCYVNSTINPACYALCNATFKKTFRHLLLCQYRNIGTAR
M5 ag = agonists of human muscarinic M5 receptor (CHRM5) | AID 624037 | P08912 | activation, % at 3 µM | CHO-K1 hM5 cells, Fluo-8 calcium fluorescence; 0% DMSO wells, 100% maximal acetylcholine response | actives 0.19% (n = 360,000);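 active = activation above the run's mean over test compounds plus 3 SD, cut at about 23% in these data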;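 note: signal is peak over basal fluorescence ratio across the kinetic read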
M5 PAM = positive allosteric modulators of human muscarinic M5 receptor | activation, % at 3 µM | P08912 | CHO-K1 hM5, Fluo-8 calcium, ACh EC20 PAM; 0% = ACh EC20, 100% = ACh EC100 | actives 0.3% (n = 360,000) | AID 624038;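 active = activation above the run cutoff, the mean activation of all test compounds plus 3 SD, cut at about 18% in these data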
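Probe or stimulus: acetylcholine, EC20 level; Assay system: human M5 receptor in CHO-K1 cells; Schedule: compound preincubation 140 s before EC20 acetylcholine addition; Technique: intracellular calcium via Fluo-8 fluorescence; Dosing: single-point, 3 µM nominal; Read-out basis: percent activation from peak-over-basal fluorescence ratio, scaled EC20-to-EC100 acetylcholine; Repeats: one well per compound, no replicates.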
TAAR1 ag = agonists of human TAAR1; activation, % at 3 µM; actives 0.99% (n = 360,000); AID 624467; CHO RD-HGA16 TAAR1, Fluo-8 calcium fluorescence; vehicle wells 0%, saturating PEA agonist 100%;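 active = activation above the mean activation of all test compounds in the run plus 3 SD, cut at about 38% in these data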
Target sequence (Q96RJ0 whole entry, looked up): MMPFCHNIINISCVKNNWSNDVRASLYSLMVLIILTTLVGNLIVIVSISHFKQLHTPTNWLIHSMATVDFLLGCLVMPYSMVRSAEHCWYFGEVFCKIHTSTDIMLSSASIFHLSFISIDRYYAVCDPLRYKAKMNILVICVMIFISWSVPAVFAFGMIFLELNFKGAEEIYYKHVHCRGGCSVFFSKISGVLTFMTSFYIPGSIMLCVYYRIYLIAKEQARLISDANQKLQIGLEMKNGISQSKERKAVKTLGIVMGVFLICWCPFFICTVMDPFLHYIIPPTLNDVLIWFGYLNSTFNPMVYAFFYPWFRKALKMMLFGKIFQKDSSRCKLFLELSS
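Test system: RD-HGA16 (CHO) cells co-expressing Gα16 and hTAAR1; dosing: one-point dosing at 3 µM (nominal); timing: 17-24 h seeding, 75 min 37 °C dye, 30 min RT; signal: kinetic Fluo-8 calcium fluorescence; read-out basis: % activation relative to PEA EC100 response; controls: DMSO and PEA EC100; replicates: n 1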
CRFR2-BP antag = antagonists of CRF-binding protein/CRF-R2 receptor complex; actives 0.59% (n = 350,000); HEK293 CRF-R2/CRF-BP, CRF-induced calcium fluorescence; inhibition, % at 11.8 µM;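 active = inhibition of the ligand-induced calcium signal above about 50% at the single tested concentration, limit read from the data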
CHRM5 antagonist = antagonists of human muscarinic M5 receptor (CHRM5) | P08912 | CHO-hM5 cells, Fluo-8 calcium fluorescence, ACh EC80 | inhibition, % at 3 µM | actives 0.59% (n = 360,000) | AID 624040;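 active = inhibition above a per-plate cutoff, the mean of that plate's test compounds plus 3 SD, cut at about 27% in these data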;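 note: 0% = acetylcholine EC80 with DMSO and 100% = DMSO without agonist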
TAAR1 antag = antagonists of human TAAR1; inhibition, % at 3 µM; AID 624466; actives 1.5% (n = 360,000); CHO RD-HGA16 TAAR1, Fluo-8 calcium fluorescence, antagonist;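 active = inhibition above a per-plate cutoff, the mean inhibition of test compounds on that plate plus 3 SD, cut at about 49% in these data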;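 note: 0% = DMSO plus EC80 beta-PEA response and 100% = DMSO alone without agonist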
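Assay system: CHO-derived RD-HGA16 cells stably expressing human TAAR1 plus Gα16. Timing: 140 s kinetic read after compound, 140 s after agonist. Technique: kinetic Fluo-8 calcium fluorescence measurement. Measure: % inhibition of agonist calcium response.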
CRFBP-R2 agonist = CRF-BP/CRF-R2 complex agonism | actives 0.46% (n = 350,000) | HEK293 CRF-R2/CRF-BP, calcium dye fluorescence (FLIPR); percent of saturating CRF peptide response | activation, % at 13.2 µM;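 active = activation of at least 50%, plus an integration ratio under a set limit after plate pattern correction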;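 note: plate controls were neutral control wells without compound for no effect and CRF at EC100 for full effect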
M1 PAM parental = nonselective activator or artifact in parental CHO-K1 calcium assay. ATP EC20, Fluo-8 calcium fluorescence; 0% at ATP EC20, 100% at ATP max. activation, % at 3 µM. actives 0.02% (n = 360,000). AID 602247;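 active = activation above the run cutoff, the mean activation of all test compounds plus 3 SD, cut at about 40% in these data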;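 note: peak over basal fluorescence ratio in a 140 s read after ATP addition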
* hit, by the source's call; . = not tested or not shown.

The line under a structure holds: CRFR2-BP antag	M1 PAM parental	CRFBP-R2 agonist	M5 ag	CHRM5 antagonist	TAAR1 ag	TAAR1 antag	M5 PAM	CHRM4 PAM
COc1ccc(S(=O)(=O)N[C@H]2CC[C@H](CCNC(=O)c3ccccc3F)O[C@@H]2CO)cc1
→ .	.	.	1	3	0	4	-4	-1
Cn1c(Cn2cnc([N+](=O)[O-])n2)nnc1SCC(=O)Nc1ccccc1
→ 10	4	-2.8	0	3	1	1	-1	2
O=C(Nc1ccc(-c2cnco2)cc1)c1ccccc1
→ -3	-13	-1.3	1	10	0	-3	-3	-10
COc1ccc(C(CNC(=O)c2oc3ccc(Br)cc3c2C)N2CCCCC2)cc1 (centres undefined)
→ -9	13	1.5	-9	7	0	-20	5	-3
COc1ccc([C@H]2CC(=O)C[C@@H](CCn3cc(C)nn3)O2)cc1
→ .	29	.	1	-6	2	-20	7	10
O=c1nc2ccccc2c2n1CC(CN1CCN(c3ccc(F)cc3)CC1)N2 (centres undefined)
→ -1	18	-1.4	1	-2	9	19	-6	-3
CCCn1c(=O)c2[nH]cnc2n(-c2ccc(Cl)cc2)c1=O
→ 11	13	-0.1	2	-1	-1	-18	2	-3
C=CC[n+]1cccc(-c2cc3ccc(C)cc3[nH]2)c1
→ 0	27	2.2	-5	2	12	-10	3	0
CN(C)CCCNC(CC(=O)Nc1cccc([N+](=O)[O-])c1)C(=O)O (centres undefined)
→ 20	8	4.8	-3	-6	1	9	4	5
COC(=O)c1[nH]c2c(c1C)C(=O)CC(c1cccc(OC)c1)C2 (centres undefined)
→ -17	-13	3.0	4	4	5	4	-8	-9
O=C(O)c1cc(S(=O)(=O)N(Cc2ccccc2)c2cccc(C(F)(F)F)c2)ccc1Cl
→ 40	10	-1.0	-4	2	-1	6	2	-2
C=CC[C@H](CC(=O)NCCO)C(=O)NCCOC(=O)[C@@H](CC=C)Cc1ccc(F)cc1
→ 5	15	1.9	0	15	7	14	-2	7
c1ccc(Cn2nnnc2C(c2ccccn2)N2CCOCC2)cc1 (centres undefined)
→ 8	-6	2.0	-2	2	3	-10	0	1
COc1cc(OC)cc(C(=O)NC2CCN(Cc3nnnn3Cc3cccs3)CC2)c1
→ -14	17	1.6	-4	10	3	-10	-7	8
CCCNC(=O)C1(C)CCN(Cc2ccc(OCc3ccccc3)cc2)C1 (centres undefined)
→ .	0	.	-7	10	3	-7	-4	-11
O=C(Nc1ccccc1Cl)c1cc(C2CCCCN2C(=O)OCCF)on1 (centres undefined)
→ .	24	.	0	-3	4	-4	-1	3
COc1ccc(/C=C/c2c(-c3cccc(C)c3)oc3ccc(N4CCOCC4)cc23)cc1
→ -9	21	3.2	2	-7	2	7	16	7
CC(=O)N1CCc2cc(S(=O)(=O)CCC(=O)Nc3ccc4c(c3)OCCO4)ccc21
→ 20	12	-0.4	-9	-11	7	-1	-9	3
Cn1c(CCc2ccccc2)nnc1SCC(=O)N1CCOCC1
→ -21	4	-0.6	0	-4	2	2	-3	-3
CCn1nnc2cc(C(=O)NCC(c3ccccc3OC)N(C)C)ccc21 (centres undefined)
→ -24	17	-0.5	-7	9	5	-9	-6	6
O=C(COC(=O)c1cc(S(=O)(=O)N2CCCCC2)ccc1N1CCOCC1)NC1CCCCC1
→ 4	5	-4.3	-5	1	3	-15	-1	-3
CON(C)C(=O)/C=C/c1ccc([B-](F)(F)F)cc1
→ 5	11	-3.8	1	-11	0	-3	1	8
CC(=O)n1cc(/C=N/NC(N)=S)c2ccccc21
→ 6	18	-1.8	0	7	5	2	-2	2
COc1ccccc1CCN1CCCC(CN(C)CC(C)(C)CO)C1 (centres undefined)
→ -2	7	0.9	-16	11	2	-31	-1	-16
CC/C=C/C(=O)N1CC2(CC(c3cccc(NC(=O)c4ccccc4)c3)=NO2)C[C@@H]1C(N)=O (some centres undefined)
→ 6	-4	-1.3	4	4	9	17	1	7
Cn1cnc2c(cnn2-c2ccccc2)c1=O
→ 1	-5	2.4	-2	-2	-1	2	-2	0
CN(Cc1nc2ccccc2c(=O)[nH]1)c1ccccc1
→ -12	22	-1.4	-1	-3	1	-4	-2	0
O=C1c2cccnc2C(=O)N1Cc1ccc(S(=O)(=O)NCc2ccco2)s1
→ 10	6	-2.0	-5	11	1	-8	1	-11
O=C(O)c1ccccc1SSc1ccccc1C(=O)O
→ -8	-10	1.5	-3	1	-1	5	2	-3
Nc1ncnc2c1ncn2CCc1ccccc1
→ -21	-15	0.2	-3	1	0	-5	-3	5
O=C(Nc1c2c(nn1-c1ccc(F)cc1)CS(=O)(=O)C2)c1ccc(Br)o1
→ 17	-9	2.1	-5	17	0	-4	-5	-9
CCOC(=O)c1c(-c2ccc(C)c(C)c2)csc1NC(=O)C1CC=CCC1C(=O)O (centres undefined)
→ 23	14	1.5	-7	-1	-1	-9	0	3
CCN(CC(=O)Nc1ccc(NC(C)=O)cc1)C(=O)/C=C/c1c(C)nn(-c2ccc(F)cc2)c1C
→ 0	-9	2.6	-4	4	0	-23	-1	1
O=C(CN1C(=O)c2ccccc2C1=O)NCc1ccc(N2CCOCC2)cc1
→ -9	25	-0.7	4	3	1	-13	-5	-1
Cc1ccc(NC(=O)C2CCN(S(=O)(=O)c3cnc[nH]3)CC2)cc1C
→ 14	-9	0.5	0	-3	1	-26	-1	-2
COC(=O)c1cccc(-n2c(CCC(=O)O)ccc2-c2cccs2)c1
→ -7	-17	2.3	-1	15	1	-20	-2	14
O=C1C(NS(=O)(=O)c2cccs2)=C(N2CCN(c3ccccc3)CC2)C(=O)c2ccccc21
→ 1	2	-2.1	-3	-1	4	7	3	6
C=CCOC(=O)/C(=C/c1cccnc1)NC(=O)c1ccccc1
→ -4	13	0.8	-2	5	3	-22	-1	-14
O/N=C\c1cccn1-c1ccc(Br)cc1
→ -8	12	0.4	-8	21	-3	-1	0	15
COc1cc2nc(=S)n3[nH]c(CCn4c(C)nc5ccccc54)nc3c2cc1OC
→ -2	10	-2.3	-6	1	-1	13	-9	-3

Quoted at random: 4 compounds from above, in no set order.
The line under a structure holds: CRFR2-BP antag	M1 PAM parental	CRFBP-R2 agonist	M5 ag	CHRM5 antagonist	TAAR1 ag	TAAR1 antag	M5 PAM	CHRM4 PAM
CCn1nnc2cc(C(=O)NCC(c3ccccc3OC)N(C)C)ccc21 (centres undefined)
→ -24	17	-0.5	-7	9	5	-9	-6	6
COc1cc(OC)cc(C(=O)NC2CCN(Cc3nnnn3Cc3cccs3)CC2)c1
→ -14	17	1.6	-4	10	3	-10	-7	8
CC(=O)n1cc(/C=N/NC(N)=S)c2ccccc21
→ 6	18	-1.8	0	7	5	2	-2	2
O=C(CN1C(=O)c2ccccc2C1=O)NCc1ccc(N2CCOCC2)cc1
→ -9	25	-0.7	4	3	1	-13	-5	-1

Other entries.
The line under a structure holds: CRFR2-BP antag	M1 PAM parental	CRFBP-R2 agonist	M5 ag	CHRM5 antagonist	TAAR1 ag	TAAR1 antag	M5 PAM	CHRM4 PAM
CC1(C(=O)O)CCC(C(=O)N2CCOCC2)C1(C)C (centres undefined)
→ 18	16	-0.9	-1	0	0	21	2	2
CSc1nc2c(c(=O)n1-c1ccc(F)cc1)SCC2
→ 8	13	-1.8	1	-3	-1	-5	4	-1
O=C(NCc1cccs1)c1cc(-c2cccs2)on1
→ -23	0	-0.9	1	10	18	25	-2	1
COc1cc2c(cc1OC)C1CCN3C(=O)CCC3N1CC2 (centres undefined)
→ -7	-7	8.2	4	-8	1	-14	-3	0
COc1ccccc1C(=O)N/C(=C/c1ccc2c(c1)OCO2)C(=O)Nc1ccc(C(=O)O)cc1
→ 8	9	-0.4	-3	6	4	6	1	-4
O=C(Nc1ccc(C2CC2(Cl)Cl)cc1)c1ccccc1Br (centres undefined)
→ 21	20	0.2	-6	4	6	2	-8	-8
O=C(O)CCCCN1C(=O)/C(=C\c2ccc(OCc3ccccc3)c(OCc3ccccc3)c2)SC1=S
→ 28	-11	9.3	-2	12	7	-13	-1	2
Cc1ccc(NC(=O)c2ccc(CSc3ncnc4nc[nH]c34)cc2)c(C)c1
→ -9	15	-1.1	0	7	20	57*	-15	7
CCOC(=O)C(CCCOc1ccc(C(C)CC)cc1)C(=O)OCC (centres undefined)
→ 5	18	-0.6	-1	-4	2	5	3	-3
CCCc1cc(CNC(=O)C2CCC(=O)N(Cc3ccccc3F)C2)on1 (centres undefined)
→ 13	-12	4.4	-5	5	1	-19	2	-3
CCCC[n+]1c(-c2ccc(Cl)cc2Cl)csc1Nc1ccccc1
→ 18	15	1.4	1	9	3	35	-8	-11
COc1cccc(C(NC(C)=O)c2nc(-c3ccccc3OC)cs2)c1 (centres undefined)
→ .	18	.	2	5	4	-3	-3	-2
Cn1c(Cc2cccs2)nnc1SCc1nc2ccccc2[nH]1
→ -11	13	-0.7	-1	-7	2	7	3	4
Cc1ccccc1CSCCNC(=O)c1ccccc1
→ 22	-4	-1.7	0	3	0	-15	-3	-4
O=C(Cc1ccc(S(=O)(=O)N2CCOCC2)s1)Nc1ccc(N2CCOCC2)cc1
→ 6	24	-0.8	2	4	9	-11	4	8
CCOc1ccc(CCNC(=O)CCc2nnc3ccc(N4CCOCC4)nn23)cc1OCC
→ 5	18	2.2	3	-5	0	11	-1	5
CC(=O)c1c(C)[nH]c(C(=O)CSc2nnc(-c3ccc(Cl)cc3)n2CC2CCCO2)c1C (centres undefined)
→ -2	-6	-3.0	-4	-3	5	7	-3	-1
Cc1cc(N2CCCc3ccccc32)n2ncnc2n1
→ 6	14	-2.0	2	-4	-1	8	1	1
COc1ccc(CNC(=O)CCNS(=O)(=O)c2ccc(Cl)cc2)cc1
→ -11	22	0.0	-4	4	1	-8	-2	-6
Cn1nnnc1SCC(=O)Nc1ccc2c(c1)OCO2
→ 9	-3	-0.6	-2	17	5	8	-9	1
Cc1ccc(Cc2c(C)nc3nc(SCC(=O)NCCCN4CCOCC4)nn3c2C)cc1
→ -10	10	-0.8	-15	11	2	-24	-2	-3
N/C(=N\OC(=O)CCCOc1ccccc1)c1cccc(Br)c1
→ 6	11	-1.4	5	11	0	-42	5	3
COc1cccc(/C=N/NC(=O)C(=O)Nc2ccccc2OC(F)(F)C(F)F)c1
→ 6	-2	-0.4	-3	8	1	-5	-8	-2
COc1ccccc1COC(=O)Nc1c(C)nn(C)c1Cl
→ 30	4	-0.8	2	7	10	5	1	-1
CCn1cc(/C=N\NC(=O)c2ccc3c(c2)c(C)c(C)n3Cc2ccccc2)c(C)n1
→ 25	12	-1.5	-7	4	2	-1	-3	-5
COc1ccc([N+](=O)[O-])cc1NC(=O)CCC(=O)c1cccs1
→ -9	-10	-2.4	2	-4	3	-9	13	6
O=C(O)C[C@H]1c2cc(F)ccc2S(=O)(=O)N1C1CCCC1
→ -1	19	-1.2	0	9	2	-3	0	1

Compound activity (PubChem BioAssay)
